Source: PubChem (National Center for Advancing Translational Sciences (NCATS))
AmpC detergent = qHTS Inhibitors of AmpC Beta-Lactamase (assay with detergent); AmpC hydrolysis of nitrocefin, absorbance 480 nm, 0.01% Triton; Potency, µM (titrated, usually from 114 µM), for inactives: top-dose activity change, negative = inhibition, actives largely listed as inhibitors; P00811; AID 485294, 2010; hit rate 0.041% among 370,000;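 also: potency is read from the fitted curve at half-maximal effect; 0% = no-compound wells and -100% = no-enzyme wells; nearly all actives have a fitted effect of over 25% in size; some results filed as inactive show a strong effect at the top dose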
Target sequence (P00811 whole entry, looked up): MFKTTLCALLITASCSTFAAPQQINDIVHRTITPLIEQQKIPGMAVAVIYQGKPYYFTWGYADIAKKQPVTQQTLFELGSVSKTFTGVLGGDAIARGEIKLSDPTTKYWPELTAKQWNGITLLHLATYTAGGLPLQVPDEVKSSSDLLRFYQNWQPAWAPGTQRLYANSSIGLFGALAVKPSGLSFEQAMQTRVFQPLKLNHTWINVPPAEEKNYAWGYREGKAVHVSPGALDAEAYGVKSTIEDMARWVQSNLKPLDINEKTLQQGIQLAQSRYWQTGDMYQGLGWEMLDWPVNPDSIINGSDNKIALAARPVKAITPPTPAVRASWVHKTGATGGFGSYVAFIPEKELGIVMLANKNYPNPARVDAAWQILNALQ
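20 mM phosphate pH 7.0 + 0.01% (detergent screen) or 0.0001% Triton X-100; 5.3 nM AmpC reagent; cpd preinc 15 min RT; nitrocefin (800 uM stock) to start; A480 q20 s × 4 min; Activity was normalised to no-enzyme and no-compound control wells.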
AMA1-RON2 inh = qHTS for Inhibitors of AMA1-RON; Towards Development of Antimalarial Drug Lead: Primary Screen; Plasmodium falciparum AMA1 (3D7) - RON2 peptide interaction; AID 720542, 2013; AlphaScreen AMA1-biotinylated RON2 peptide binding; Potency, µM (highest dose often 58.2 µM), without a hit: at the highest dose activity change, negative = inhibition, hits mostly inhibitors; hit rate 0.2% among 360,000;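 also: potency is read from the fitted curve at half-maximal effect; 0% = vehicle wells and -100% = peptide control; nearly all actives have a fitted effect of over 45% in size; some results filed as inactive show a strong effect at the top dose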
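AMA1 (3D7) with his tag at 25 nM final met compounds first, then biotinylated RON2 peptide at 25 nM; detection used donor plus acceptor beads, 10 µg/mL apiece, read by AlphaScreen after 30 min at room temperature.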
Shiga toxin inh = A qHTS for Small Molecule Inhibitors of Shiga Toxin. inhibition, % at 38.7 µM. hit rate 9.2% among 290,000. Vero cells, Shiga toxin protein synthesis inhibition reporter; in the data active = inhibition mostly above about 28%, no sharp cut-off; inactive = mostly below about 43%; also: 0% is about no effect
CHX counter = Cycloheximide Counterscreen for Small Molecule Inhibitors of Shiga Toxin. hit rate 12% among 300,000. cell reporter, cycloheximide protein synthesis inhibition counterscreen. max response, %; in the data active = max response mostly above about 13%, no sharp cut-off; inactive = mostly below about 14%; also: read at 38.3 µM for the half of the compounds with a filed dose; 0% is about no effect
Giardia FBPA inh = qHTS Assay for Inhibitors of Fructose-1,6-bisphosphate Aldolase from Giardia Lamblia. Potency, µM (series often up to 59.6 µM), without a hit: top-dose activity, negative = inhibition, actives largely listed as inhibitors. A8B2U2. purified Giardia FBPA. hit rate 0.71% among 290,000; also: potency is read from the fitted curve at half-maximal effect; % is scaled to controls: 0 for no effect and ±100 for the full control effect; nearly all actives have a fitted effect of over 55% in size
Target sequence (A8B2U2 whole entry, looked up): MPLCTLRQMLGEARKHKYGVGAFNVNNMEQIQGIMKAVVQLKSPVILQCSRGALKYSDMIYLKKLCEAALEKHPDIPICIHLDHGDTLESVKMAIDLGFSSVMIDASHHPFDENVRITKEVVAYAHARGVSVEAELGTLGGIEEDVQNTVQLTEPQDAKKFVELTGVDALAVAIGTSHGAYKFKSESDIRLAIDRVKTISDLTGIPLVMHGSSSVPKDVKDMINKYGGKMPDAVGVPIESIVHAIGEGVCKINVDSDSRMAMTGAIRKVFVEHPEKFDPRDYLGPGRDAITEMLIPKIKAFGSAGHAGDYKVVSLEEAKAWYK
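Giardia FBPA (40 nM reagent) was preincubated 10 min at RT with compound (up to 57.5 uM final), then substrate plus GAPDH/TPI/NAD/arsenate coupling system with diaphorase/resazurin was added; resorufin fluorescence (525/598 nm) was read after 20 min.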
AmpC no deterg = qHTS Inhibitors of AmpC Beta-Lactamase (assay without detergent). P00811. AmpC nitrocefin hydrolysis, absorbance 480 nm, 0.0001% Triton. Potency, µM (titrated, usually from 57.1 µM), for the others: at the top dose activity change, negative = inhibition, actives largely listed as inhibitors. hit rate 0.52% among 330,000. AID 485341, 2010;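 also: potency is read from the fitted curve at half-maximal effect; plate controls were no compound for no effect and no enzyme for full effect; nearly all actives have a fitted effect of over 20% in size; some results filed as inactive show a strong effect at the top dose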
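20 mM phosphate pH 7.0 + 0.01% (detergent screen) or 0.0001% Triton X-100; 5.3 nM AmpC reagent; cpd preinc 15 min RT; nitrocefin (800 uM stock) to start; A480 q20 s × 4 min; Activity was normalised to no-enzyme and no-compound control wells.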
HCMV inh = qHTS Assay for inhibitors of the human cytomegalovirus (HCMV). HFF cells, HCMV-luciferase reporter, 72 h; stronger effect = lower value. activity change, negative = inhibition, % at 57.5 µM. hit rate 4.5% among 410,000. AID 1259415, 2018; in the data active = activity change below about -60%; inconclusive = no clear call, values can overlap the other calls; inactive = above about -39%; also: % is scaled to controls: 0 for no effect and ±100 for the full control effect
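Two-dose cell screen: HFF monolayers treated with compounds and infected with luciferase-expressing HCMV at 1 PFU/cell, 72 h at 37C, then lysed for luciferase measurement.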
Active calls of the source: *; ? = inconclusive; · = not tested or not shown; + = active, no number; & = joins results of further samples; [ ] = another dose, or the depositor's remark. Unless noted, calls follow the shape of the dose curve; as a rule, active = well fitted curve in the direction sought with a large enough effect; inconclusive = small, poorly fitted or top-dose-only effect, or another doubt; inactive = no such curve, though single readings can be large; an effect the other way counts as inactive or inconclusive. Outcome played no part in choosing rows; overall some 16% were active at least once.

SMILES	AmpC detergent	AMA1-RON2 inh	Shiga toxin inh	CHX counter	Giardia FBPA inh	AmpC no deterg	HCMV inh
CCC(=O)c1ccc(N2CCN(C(=O)Cc3ccccc3)CC2)c(F)c1	-4%	16%	26	14	0%	?	30
CSc1ncc(Cl)c(C(=O)Nc2ccccc2Br)n1	3%	-3%	-11	-1	-1%	-14%	-19
CCc1ccc(-c2nc(NC(=O)c3ccc(OCC(=O)Nc4ccc(F)cc4)c(OC)c3)sc2C)cc1	5%	1%	-4	0	6%	-31%	6
CCN1CCc2nc(N)oc2CC1	0%	-1%	·	·	-2%	-16%	-70*
COc1ccc(-n2nnnc2SCC(=O)Nc2ccc(OC)cc2OC)cc1	-4%	-4%	-8	1	13%	-18%	20
O=C(C1=C(O)C(=O)N(CCN2CCOCC2)C1c1cccc(O)c1)c1cc2ccccc2o1 (stereo unspecified)	2%	-5%	-6	-1	14%	-23%	-27
Cc1nc(NC(=O)COc2ccc(Cl)cc2)sc1C(=O)N(C)C	-7%	·	-18	-1	0%	-3%	-10
CCCOc1ccccc1/C=C1\SC(N2CCCCC2)=NC1=O	?	-1%	·	9	-4%	34%	-82*
CC1Oc2ccccc2N(CC(=O)NC2CCCCC2)C1=O (stereo unspecified)	-9%	-12%	-4	-4	-12%	0%	-23
Cc1cc(C)[n+](-c2ccc(C(C)C)cc2)c2[nH]c(=O)[nH]c(=O)c12	-10%	10%	-18	-5	-1%	-4%	-31

Compound profiles, as listed above.
CCC(=O)c1ccc(N2CCN(C(=O)Cc3ccccc3)CC2)c(F)c1 is entered as AmpC detergent = -4%; AMA1-RON2 inh = 16%; Shiga toxin inh = 26; CHX counter = 14; Giardia FBPA inh = 0%; AmpC no deterg = ?; HCMV inh = 30
CC1Oc2ccccc2N(CC(=O)NC2CCCCC2)C1=O (stereo unspecified) is entered as AmpC detergent = -9%; AMA1-RON2 inh = -12%; Shiga toxin inh = -4; CHX counter = -4; Giardia FBPA inh = -12%; AmpC no deterg = 0%; HCMV inh = -23

More entries.
SMILES	AmpC detergent	AMA1-RON2 inh	Shiga toxin inh	CHX counter	Giardia FBPA inh	AmpC no deterg	HCMV inh
CCCCn1c(N)c(N(CCC(C)C)C(=O)c2ccc(COc3ccccc3)o2)c(=O)[nH]c1=O	0%	-4%	·	·	·	-5%	32
Cc1c(CCO)sc[n+]1CC(=O)OCCC12CC3CC(CC(C3)C1)C2	-11%	-3%	1	-2	2%	31%	?
CCc1ccc(O)c(CNCCNCc2cc(CC)ccc2O)c1	3%	57%[activator]	·	·	·	-3%	?
Cc1ccc2cc(CN(Cc3ccco3)C(=O)C3CCCCC3)c(=O)[nH]c2c1C	?	5%	-9	-2	0%	-17%	-20
COC(=O)Oc1ccc(/C=N/NC(=O)CN(c2ccccc2Cl)S(C)(=O)=O)cc1OC	-2%	-1%	-3	-3	2%	24%	50
Cn1c2ccsc2c2ncn(Cc3ccc(F)cc3)c(=O)c21	?	·	·	·	·	-12%&132%	7
Cc1ccc2nc(-c3ccc(SCC(=O)Nc4nc(C)cs4)nc3)[nH]c2c1	?	-12%	51	32*	0%	-10%	-34
O=c1c(-c2nnc(SCc3ccc(Cl)c(Cl)c3)o2)cccn1Cc1ccccc1	-9%	53%[activator]	-5	-1	-5%	-9%	8
CCN1C(=O)CC(N2CCC(Nc3ccc(F)cc3)CC2)C1=O (stereo unspecified)	-10%	6%	10	-2	-3%	-1%	-32
OC(CN1CCN(c2cccc(C(F)(F)F)c2)CC1)c1c[nH]c2ccccc12 (stereo unspecified)	?	-9%	-6	1	-16%	42%	23
CCOC(=O)Cc1cc(=O)n2[nH]c(-c3ccccc3)c(-c3ccccc3)c2n1	-2%	71%[activator]	-3	-4	13%	-21%[2.29 µM]	-20
COc1ccccc1-c1cc(C(F)(F)F)nc(N2CCCC2)n1	-2%	81%[activator]	-11	-3	0%	-8%	-1
COc1ccccc1-n1c(CNc2c(C)cccc2C)nnc1SCC(=O)N1CCOCC1	4%	36%[activator]	6	-2	?	114%[activator]	22
O=C(O)CCCC(=O)Nc1ccc(Oc2cccc(C(F)(F)F)c2)nc1	-1%	-10%	-3	6	16%	-14%	44
CCNc1nc(C)cc(COC)c1C#N	-11%	-4%	-5	-3	5%	-12%	82
O=C(CCNC(=O)c1ccc([N+](=O)[O-])cc1)NCCC1=CCCCC1	?	-8%	·	·	·	?	3
O=C(CC1C(=O)NCCN1Cc1c(F)cccc1Cl)NC1CCCCCC1 (stereo unspecified)	4%	0%	-10	1	3%	33%	0
O=C(COc1ccc(F)cc1)N(Cc1ccco1)C1CCS(=O)(=O)C1 (stereo unspecified)	-9%	9%	-3	-8	·	-1%	0
CC1(C)OC(=O)N(CC(=O)Nc2ccccc2)C1(C)O (stereo unspecified)	0%	5%	24	-2	-18%	-3%	-25
COc1cc(-c2nc(C)c(C(C)=O)n2O)ccc1OCC(=O)Nc1ccc(Cl)cc1	-13%	20%	-12	-2	3%	98%[activator]	-12
CCC1(C)Cc2c(sc3c2c(=O)n(C)c2nnc(SCc4ccc5c(c4)OCO5)n32)CO1 (stereo unspecified)	?	7%	-15	-2	0%	5%	-21
COc1ccc(-c2nnc3n2N=C(c2ccccc2OC)CS3)cc1	·	·	8	6	0%	·	·
CN1CCN(CC(=O)Nc2cccc(S(=O)(=O)N(C)c3ccccc3)c2)CC1	4%	6%	·	·	·	20%	-9
Nc1c(-c2ccc(F)cc2)cnn1C1CCS(=O)(=O)C1 (stereo unspecified)	2%	35%[activator]	-1	-1	-7%	·	-4
O=C(COC(=O)[C@@H]1CCCN1C(=O)c1cccs1)Nc1cccc(Cl)c1	·	12%	·	·	·	10%	-4
CCC(=O)N1CCN(c2ccccc2NC(=S)NC(=O)c2cccc([N+](=O)[O-])c2)CC1	?	68%[activator]	-5	-4	-5%	66%[activator]	5
CC(NC(=O)Cn1cc(C(F)(F)F)cc(Cl)c1=O)c1ccccc1 (stereo unspecified)	-10%	-4%	-1	12	1%	-22%	5
CCOc1ccc(C(=O)NCC(=O)N2CCC3CCCCC3C2)cc1OCC (stereo unspecified)	4%	29%	3	-1	-3%	64%[activator]	2
O=C(O)c1cc(-c2ccco2)[nH]n1	-1%	22%	-2	3	?	-22%	16
CCC(c1nnnn1C(C)(C)CC)N(CCCN1CCOCC1)Cc1cc2cccc(C)c2[nH]c1=O (stereo unspecified)	-3%	23%	-1	6	-25%	110%[activator]	24
COc1ccc(NC(=O)C2CCCN(S(=O)(=O)c3cccnc3)C2)c(OC)c1 (stereo unspecified)	?	-3%	-22	-10	-1%	4%	7
CC(C)NC(=O)COc1ccc2c(c1)C(=O)CC(C)(C)O2	0%	-4%	8	13	5%	0%	-26
Cc1ccc(C(=O)N/C(=C\c2ccco2)C(=O)NCC2CCCO2)cc1C (stereo unspecified)	-21%	1%	-10	-6	-4%	2%	-32
CCOC(=O)C1(Cc2ccccc2Cl)CCN(C(=O)CN2CCOC2=O)CC1	-5%	0%	75*	43*	1%	34%	1
CC1CN(S(=O)(=O)c2ccc(C(=O)N(C)C3CCCCC3)cc2)CC(C)O1 (stereo unspecified)	·	0%	·	·	·	135%[activator]	-26
CS(=O)(=O)N(CC(=O)N1CCN(c2ccccc2)CC1)Cc1ccc(Cl)cc1	1%	3%	-14	-1	2%	141%[activator]	?
CCOC(=O)c1sc(NC(=O)CSc2nnc(Cc3ccccc3)o2)c(C#N)c1C	?	-3%	17	-2	-20%	-34%	·
COc1ccc(N2C(=O)CC(=O)NC2=O)cc1	1%	-4%	-9	-2	-6%	-32%	13
Nc1nnc(SCCCC(=O)c2ccc(F)cc2)s1	-21%	16%	+	33*	0%	-18%	24
CCc1nnc(NC(=O)CN2C(=O)N(C)C3(CCCCC3)C2=O)s1	-10%	8%[11.6 µM]	·	·	·	-9%	0
Cc1cc(C)cc(N=C2NC(=O)CS2)c1	1%	6%	-13	-1	4%	-15%	-12
CCC(=O)Nc1ccc(NCc2ccc(-c3ccccc3)cc2)cc1	?	-4%	0	-3	?	-28%	-28
O=c1c2ccccc2nc(-c2cccc(Cl)c2)n1O	2%	10%	-12	-2	?	-10%	5
C=CCN(CC=C)c1ccc(N2C(=O)C3CCCCC3C2=O)cc1[N+](=O)[O-] (stereo unspecified)	6%	-28%	-12	5	-9%	-24%	?
CCOC(=O)C1CCN(C(=O)/C=C/c2ccc(OC)cc2)CC1	-9%	-23%	71*	42*	5%	-13%	135
CCn1cnc2c1c(=O)n(CC(=O)OC)c(=O)n2Cc1ccccc1	2%	-7%	-4	-4	-3%	-2%	22
COc1ccc(/C=C2/C(=O)N(CC3CCCO3)C(=S)N2C)c(OC)c1 (stereo unspecified)	?	-17%	1	-3	-3%	-11%	-19
CCOC(=O)CSc1nc(N)c(C#N)c(-c2cccs2)c1C#N	?	-5%	-24	10	-3%	-27%	-5
O=C(NCCS(=O)(=O)NCc1ccccc1Cl)c1ccc2c(c1)OCO2	0%	-2%	·	·	·	-25%	-28
CC(=O)c1ccc(NC(=O)c2ccccc2-c2ccccc2C(=O)O)cc1	-18%	-7%	42	-4	5%	-10%	57
The listing continues:
SMILES	AmpC detergent	AMA1-RON2 inh	Shiga toxin inh	CHX counter	Giardia FBPA inh	AmpC no deterg	HCMV inh
CCC(CO)Oc1cc(NCc2cccc(C(F)(F)F)c2)c2ncn(C(C)C)c2c1 (stereo unspecified)	·	12%	·	·	·	57%	5
COC(=O)c1cc(C(=O)OCC(=O)NC(=O)NCc2ccccc2)cc([N+](=O)[O-])c1	4%	-16%	·	·	·	-6%	5
COc1ccc(S(=O)(=O)N2CCN(C(=O)CC(C)C)CC2)cc1	?	6%	-7	-2	8%	10%	-19
CCOC(=O)C(Cc1cc(C(C)=O)ccc1OCC)C(=O)OCC	-11%	-9%	-6	-2	-2%	25%	4
CN(CCNC(=O)CCCOc1cc(=O)n(C)c2ccccc12)Cc1ccccc1	-13%	-3%	11	-1	-11%	44%	50
CCOc1ncccc1C(=O)Nc1ccc(OC)c(S(=O)(=O)N2CCOCC2)c1	?	-2%	·	·	·	-12%	-17
COCc1ccc(C(=O)NC2CCSc3ccccc32)cc1 (stereo unspecified)	?	-8%	25	21	8%	-17%	9
CCc1nnc(NC(=O)c2sc3nc4cc(C)ccc4cc3c2N)s1	-3%	68%[activator]	-9	-3	-4%	-16%	-15
COc1cccc(CC2(CO)CCN(Cc3cnc(N4CCOCC4)s3)CC2)c1	7%	11%	-12	-1	3%	17%	-24
Cc1onc(-c2c(Cl)cccc2Cl)c1NC(=O)NNc1ccccc1	-4%	0%	-4	-1	-1%	-21%	-9
